tim10-1 inh: inhibits growth of tim10-1 mutant yeast | S. cerevisiae tim10-1 ts strain growth, BacTiter-Glo, 24 h | inhibition, % at 20 µM | actives 2.2% (n = 330,000);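 active = inhibition of at least 40%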;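 note: mutant grown at 25 °C; 0% = DMSO wells with yeast and 100% = wells holding no yeast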
NALP3 yeast inh: blocks the NALP3 inflammasome reconstituted in yeast; inhibition, % at 10 µM; actives 0.39% (n = 330,000); AID 2825; Yeast reconstituted NLRP3/ASC/caspase-1, beta-gal luminescence, 24 h;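 active = inhibition of 50% or more; inactive = inhibition below 50%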;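 note: plate controls were induced DMSO wells for no effect and uninduced yeast grown without galactose for full effect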
APJ agonist: APJ receptor agonism; activation, % at 20 µM; CHO-K1 APJ PathHunter beta-arrestin, luminescence; 0% DMSO wells, 100% apelin; P35414; actives 0.11% (n = 330,000);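 active = activation more than six SD over the plate average, tested at 20 µM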;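 note: 0% = DMSO alone and 100% = apelin-13 at 10 nM; some results filed as inactive read as strong as hits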
Target sequence (P35414 whole entry, looked up): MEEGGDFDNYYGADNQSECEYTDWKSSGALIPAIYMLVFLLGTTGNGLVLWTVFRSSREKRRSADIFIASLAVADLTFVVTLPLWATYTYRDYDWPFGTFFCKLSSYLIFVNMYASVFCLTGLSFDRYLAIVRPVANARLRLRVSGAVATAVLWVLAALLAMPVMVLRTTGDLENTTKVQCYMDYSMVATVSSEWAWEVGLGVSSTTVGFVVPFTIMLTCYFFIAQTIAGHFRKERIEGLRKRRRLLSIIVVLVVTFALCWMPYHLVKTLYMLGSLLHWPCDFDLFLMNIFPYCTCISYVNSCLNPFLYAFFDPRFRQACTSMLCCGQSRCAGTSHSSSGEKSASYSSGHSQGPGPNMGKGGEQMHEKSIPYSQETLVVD
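Test system – PathHunter CHO-K1 APJ (AGTRL-1) beta-arrestin reporter cells · Input – 1000 cells/well · Compound – single test compound dose, 20 µM final, 1% DMSO · Times – compound stimulation 90 min at 25 °C, detection 60 min · Technique – beta-gal luminescence · Read-out basis – APJ–arrestin association signal · Control set – negative DMSO alone, positive Apelin-13 at 10 nM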
TIM10 inh: TIM10 yeast growth inhibition | S. cerevisiae TIM10 strain growth, BacTiter-Glo luminescence, 24 h | inhibition, % at 10 µM | actives 1.4% (n = 330,000) | AID 463195;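 active = inhibition of 40% or more at the single tested concentration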;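 note: wild-type TIM10 isogenic control strain grown at permissive 25 °C; 0% = DMSO yeast wells and 100% = minimal medium wells without yeast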
APJ antagonist: blocks the human apelin receptor APJ; P35414; CHO-K1 APJ beta-arrestin complementation, luminescence; inhibition, % at 20 µM; actives 0.32% (n = 330,000); AID 2521;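 active = inhibition above about 40% at 20 µM, limit read from the data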;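 note: cells challenged with 10 nM apelin-13 agonist together with compound; plate controls were apelin-13 plus DMSO wells for no effect and DMSO wells lacking apelin-13 for full effect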
tim23-1 inh: tim23-1 yeast growth inhibition; inhibition, % at 20 µM; actives 1.3% (n = 330,000); AID 463212; S. cerevisiae tim23-1 growth, BacTiter-Glo luminescence, 24 h;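 active = growth inhibition of the mutant yeast at or above 50%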;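 note: temperature-sensitive mutant grown at 25 °C; plate controls were DMSO-treated mutant yeast for no effect and medium wells lacking yeast for full effect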
MPTP block: inhibitors of mitochondrial permeability transition pore; isolated mouse mitochondria, Ca2+ swelling absorbance, 30 min; inhibition, % at 10 µM; actives 1.4% (n = 360,000);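 active = inhibition of 50% or more, scaled per plate between neutral and stimulator controls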;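 note: 0% = DMSO wells given calcium and 100% = 1 mM EGTA wells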
MIN6 prolif: inducers of beta-cell replication in MIN6 cells; MIN6 cells proliferation, ATPlite luminescence, 48 h; cells starved in 0.2% serum; 100% = growth in 10% serum; proliferation, % at 10 µM; actives 0.29% (n = 330,000);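 active = compounds whose signal lies at least 3.5 SD above the mean of all wells on their plate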;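 note: 0% = DMSO-treated cells in low-serum medium and 100% = 10% serum control; some compounds called inactive have numbers as strong as hits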
GRIN3A LBD mod: NR3A (human) ligand-binding domain modulation | Tm shift relative to glycine control, % at 25 µM | actives 2.5% (n = 340,000) | NR3A LBD differential scanning fluorimetry, Tm shift; 0% = protein alone, 100% = glycine-bound protein;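 active = melting temperature shift of at least 10% of the positive control shift, at one fixed dose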
The depositor's hits bear a star; x = no result given.

SMILES | tim10-1 inh | NALP3 yeast inh | APJ agonist | TIM10 inh | APJ antagonist | tim23-1 inh | MPTP block | MIN6 prolif | GRIN3A LBD mod
O=C(CN1CCN(c2nc(-c3ccccc3)cs2)CC1)NNC(=O)c1ccc(Br)cc1 | -17.7 | 18.0 | -3.3 | -9.3 | -19.6 | -4.4 | -0.4 | -2.3 | 5.8
O=C(c1cc(COc2cccc(C(F)(F)F)c2)on1)N1CCC(c2ccccc2)CC1 | 22.0 | -0.6 | -6.8 | 5.7 | 6.7 | 13.6 | -0.2 | -6.7 | -7.0
CSc1ccc(CCNC(=O)CCc2nnc3ccc(N4CCCCC4)nn23)cc1 | 10.3 | -1.2 | -1.7 | 9.5 | -5.8 | 13.7 | -1.1 | -0.3 | 0.6
COC(=O)C(NC(=O)c1ccccc1)c1ccccc1 (stereo not drawn) | 6.9 | -2.1 | -1.6 | -3.1 | 11.3 | 7.5 | 0.4 | -3.1 | -0.5
Cc1cc(C)c2oc(-c3cccc(NC(=O)c4ccc(F)cc4)c3)nc2c1 | 4.5 | -0.1 | 2.4 | 5.5 | 3.9 | 2.7 | 0.3 | -4.2 | -10.1
COc1cc([N+](=O)[O-])c2ncsc2c1 | 12.3 | 2.8 | 2.8 | -0.9 | 5.5 | -1.9 | 1.8 | 2.3 | -2.2
COc1ccc2c(-c3ccc(OCCN4CCOCC4)cc3)c(-c3ccccc3OC)sc2c1 | 24.2 | x | x | 9.4 | x | 35.0 | -0.7 | x | 2.0
O=C(N1CCCCCC1)N1CCN(S(=O)(=O)c2cccc([N+](=O)[O-])c2)CC1 | 31.9 | -0.4 | 4.2 | 12.5 | -28.9 | 15.2 | 0.8 | 3.3 | -0.9
COc1ccc(/C=C(\NC(=O)c2cccs2)C(=O)Nc2ccc(C)cc2)cc1OC | -4.5 | -2.3 | -3.6 | -0.4 | 6.3 | -23.8 | 1.3 | -1.8 | 5.0
COC(=O)c1cc2sccc2n1CC(=O)Nc1cccc(SC)c1 | 1.6 | 19.5 | -4.5 | 3.6 | -1.5 | 2.4 | 3.3 | -3.6 | 3.8
COC(=O)c1sccc1NC(=S)N1CCC(C)CC1 | 32.4 | -6.6 | -1.3 | 4.3 | 15.7 | -30.0 | -0.7 | -1.4 | 1.6
CCC(C)n1cnc2c(c1=O)c1nc3ccccc3nc1n2Cc1ccc(OC)cc1 (stereo not drawn) | 37.3 | 19.9 | 0.8 | 34.7 | -0.5 | 53.1* | 14.4 | -2.7 | 0.4
CCc1nc(N2CCN(C(=O)c3ccccc3)CC2)c2c3c(sc2n1)CCCC3 | 29.4 | 12.9 | -1.9 | 6.9 | -18.3 | 6.1 | -0.5 | -5.2 | -3.7
CCCCS(=O)CC(O)COCC (stereo not drawn) | 16.1 | 15.2 | 1.2 | 8.1 | 2.9 | 10.5 | -1.4 | 0.0 | 0.8
COc1cc(C)ccc1Oc1ncnc(N)c1[N+](=O)[O-] | 18.5 | 16.2 | 2.3 | 7.4 | 19.2 | 19.8 | -0.2 | -0.4 | 0.5
O=C(c1cc(-c2ccncc2)nc2ccccc12)N1CCN(c2ccccc2O)CC1 | 10.0 | 7.2 | -0.6 | 19.3 | -4.4 | 17.0 | 0.4 | 0.2 | 1.6
COc1cc2c(cc1OC)C1=C(C#N)COCN1CC2 | 3.2 | 13.8 | 0.9 | -6.1 | 15.4 | 9.6 | 0.6 | 1.0 | 2.4
Cc1cc(C)nc(SCC(=O)Nc2ncc(Cc3cccc(Cl)c3)s2)n1 | 10.2 | 16.5 | -1.1 | 10.3 | 0.0 | 14.2 | 1.7 | 0.0 | 2.4
Cc1ccc(C(=O)NCCCNC(=O)c2cccnc2)cc1 | -29.6 | 18.4 | -0.5 | -5.1 | -2.0 | 2.3 | -1.2 | -2.8 | -1.5
CCOc1ccc(NC(=O)CN(C)C(=O)c2ccc(N3CCCC3)c([N+](=O)[O-])c2)cc1OCC | 13.5 | 10.8 | -5.2 | 8.9 | 9.2 | 8.4 | 1.1 | -2.2 | -0.1
CC(C)(C)c1ccc(S(=O)(=O)NCc2ccc(C(=O)NCc3ccccn3)cc2)cc1 | 27.7 | 17.7 | -4.0 | 9.0 | 5.4 | 19.9 | 1.6 | -0.7 | -1.5
CC(C)(C)c1csc(NC(=O)Cn2cnc3ccccc3c2=O)n1 | 8.2 | 33.6 | -6.0 | -2.1 | -10.6 | 32.6 | -0.5 | -3.7 | -0.6
CC(C)CCNC(=O)c1c(CSc2ccccc2)noc1C(=O)NCc1ccccc1 | 14.7 | 4.4 | 10.3 | 17.7 | 18.8 | 18.7 | 0.1 | -8.1 | -5.7
COc1ccc(OC)c(S(=O)(=O)N2CCC(C(=O)NCC3CCCO3)CC2)c1 (stereo not drawn) | 2.8 | 13.0 | -3.2 | 7.3 | -2.0 | -2.5 | 0.0 | -3.8 | -0.9
CCOC(=O)c1nc2nc(C)c(Cl)c(=O)n2[nH]1 | 2.1 | 7.9 | 5.2 | -2.6 | 2.5 | 9.4 | -4.2 | 0.0 | 3.4

Entries shown so far with a nitro group on carbon (4):
SMILES | tim10-1 inh | NALP3 yeast inh | APJ agonist | TIM10 inh | APJ antagonist | tim23-1 inh | MPTP block | MIN6 prolif | GRIN3A LBD mod
COc1cc([N+](=O)[O-])c2ncsc2c1 | 12.3 | 2.8 | 2.8 | -0.9 | 5.5 | -1.9 | 1.8 | 2.3 | -2.2
O=C(N1CCCCCC1)N1CCN(S(=O)(=O)c2cccc([N+](=O)[O-])c2)CC1 | 31.9 | -0.4 | 4.2 | 12.5 | -28.9 | 15.2 | 0.8 | 3.3 | -0.9
COc1cc(C)ccc1Oc1ncnc(N)c1[N+](=O)[O-] | 18.5 | 16.2 | 2.3 | 7.4 | 19.2 | 19.8 | -0.2 | -0.4 | 0.5
CCOc1ccc(NC(=O)CN(C)C(=O)c2ccc(N3CCCC3)c([N+](=O)[O-])c2)cc1OCC | 13.5 | 10.8 | -5.2 | 8.9 | 9.2 | 8.4 | 1.1 | -2.2 | -0.1

Later entries:
SMILES | tim10-1 inh | NALP3 yeast inh | APJ agonist | TIM10 inh | APJ antagonist | tim23-1 inh | MPTP block | MIN6 prolif | GRIN3A LBD mod
O=C(COc1ccccc1)Nc1ccc(CSc2ccccc2)cc1 | 5.2 | 10.4 | -0.6 | 0.2 | 21.7 | 6.2 | 0.7 | 0.0 | -28.9
COc1ccc(CNC(=O)[C@H](NC(=O)C2CCN(C(=O)[C@@H](N)CCSC)CC2)C(C)C)cc1 | -22.5 | 7.9 | -2.7 | -2.0 | -21.3 | -3.0 | -1.6 | -2.6 | -0.5
Cc1ccc(N=C/C(C(=O)C(F)(F)F)=C(\O)c2cccs2)cc1 | 18.8 | 15.6 | -18.1 | 35.1 | 12.1 | 12.5 | 0.0 | 6.3 | -1.1
C=C1C(O)[C@@H]2O[C@]3(CC[C@H](/C=C/C(C)[C@@H]4CC(C)=CC5(O[C@H](C[C@@](C)(O)CO)CCC5O)O4)O3)CC[C@H]2O[C@@H]1C(O)CC(C)[C@H]1OC2(CCCCO2)CCC1C (stereo partly drawn) | 8.1 | 9.6 | -0.1 | 6.5 | 13.0 | 9.7 | x | -5.7 | -3.4
CN1CCN(c2oc(-c3ccccc3F)nc2S(=O)(=O)c2ccc(Cl)cc2)CC1 | 25.7 | 13.1 | -2.1 | 13.0 | 2.8 | 18.3 | 0.0 | 3.7 | 10.3*
CCC(=O)Nc1cc2c3c(c1)CCC(=O)N3CCC2 | 5.6 | 4.1 | 3.9 | -2.7 | -11.8 | 10.8 | -0.4 | -2.0 | -0.3
Fc1ccc(/C=N/Nc2nccnc2Cl)cc1 | 15.4 | 25.6 | -4.8 | 8.2 | -1.1 | 6.8 | -0.7 | -0.5 | 0.9
CC(C)c1[nH]nc2c1C(Cc1ccccc1)C(C#N)=C(N)O2 (stereo not drawn) | 13.0 | 18.5 | -0.9 | -8.6 | -10.0 | 4.8 | 1.6 | -3.0 | 1.0
NNC(=O)C(=O)Nc1ccc(Cl)c(Cl)c1 | 0.1 | -6.8 | 0.3 | 9.4 | -14.2 | 13.5 | 0.6 | -2.5 | 3.3
Cc1cc(C)n(-c2nnc(NC(C)(C)C)nn2)n1 | 5.8 | 23.6 | -2.1 | 9.4 | -5.2 | 7.0 | 2.3 | -2.9 | 1.6
COc1ccccc1N1CCN(C(=O)/C=C/c2cccc([N+](=O)[O-])c2)CC1 | 10.3 | 16.5 | -0.9 | -3.3 | -3.5 | 14.9 | 2.5 | 4.5 | 2.9
COc1ccc(CCN2CC(C(=O)N3CCC(O)(c4ccccc4)CC3)CCC2=O)cc1 (stereo not drawn) | 9.9 | 20.7 | -7.8 | 6.0 | 9.4 | -7.6 | -1.7 | 2.0 | 0.5
Cc1n[nH]c(C)c1CCN(C)Cc1cn(C)nc1-c1ccc2c(c1)OCCO2 | 5.2 | -10.4 | -0.6 | -14.5 | -4.7 | 10.3 | -1.2 | -4.0 | 0.1
CC(C)(C)S(=O)(=O)c1c(C(=O)O)cccc1C(=O)O | 3.8 | 6.2 | 0.1 | 3.1 | -2.8 | 2.7 | 0.2 | -0.7 | -0.3
COc1ccccc1C1CCN(c2cc(O)ccc2[N+](=O)[O-])CC1 | 36.5 | 26.4 | -7.1 | 47.6* | -4.3 | 59.8* | 86.1* | -0.5 | 12.8*
CCOC(=O)NNS(=O)(=O)c1cc(Br)ccc1Br | 5.0 | 1.3 | -1.8 | 12.3 | -8.4 | 1.0 | -1.7 | -1.1 | 0.5
CCO[C@@H]1OC(C(=O)Nc2ccccc2)=C[C@H](c2ccc3c(c2)OCO3)[C@H]1CCCO | 25.1 | 5.4 | 1.2 | 23.6 | 7.7 | 32.1 | -0.1 | -4.1 | 1.9
Cc1cccc(C)c1NC(=O)CN(c1ccccn1)S(=O)(=O)c1ccccc1 | -7.8 | 11.1 | 1.8 | -12.7 | 27.8 | 13.8 | -1.6 | 1.4 | 0.5
Cn1ncc(Br)c1C(=O)NC1CCCCCC1 | 10.2 | -0.6 | -5.8 | 8.1 | 11.8 | 5.5 | -0.4 | 9.6 | -0.8
COC(=O)[C@@]1(Cc2ccccc2)[C@H]2c3cc(C(=O)N4CCCC4)n(CCSCCO)c3C[C@H]2CN1C(=O)c1ccccc1 | 13.8 | 11.3 | -4.2 | 9.4 | 3.8 | 5.3 | x | 2.2 | x
CC1=C(C#N)C(NC(=O)C2CC2)(C(F)(F)F)C(=O)N1 (stereo not drawn) | -10.5 | 20.8 | 3.1 | -9.3 | -17.5 | 7.2 | -1.6 | -0.7 | 0.3
O=C1Nc2ccccc2C(O)(C(=O)NCc2ccco2)N1c1ccc(Cl)cc1 (stereo not drawn) | 12.8 | 15.1 | 5.0 | 9.8 | 5.9 | 22.4 | 89.7* | -2.3 | -2.9
Cc1cc(/C=N\NC(=O)c2cccs2)c(C)n1-c1ccc2ncccc2c1 | -31.0 | 1.3 | -0.4 | -5.6 | -4.5 | 2.1 | 3.9 | -3.7 | 0.1
COc1cc(C(=O)NCC2(c3ccccc3)CCCC2)cc(OC)c1OC | 15.6 | 20.0 | -2.8 | 8.4 | 4.9 | 25.2 | 0.7 | -1.6 | -1.4
COc1ccc(NCC(=O)Nc2ccc(Br)cc2F)c(OC)c1 | 2.4 | 20.1 | -3.0 | -6.6 | -17.4 | 19.7 | 2.9 | -2.4 | -0.4
O=[N+]([O-])c1ccc(Oc2ccc(OCc3ccccc3)cc2)nc1 | 33.4 | 26.5 | -3.3 | 5.6 | 9.0 | 8.7 | -0.2 | -3.8 | 0.6

Screening data (PubChem)
